# NSD2 inh – inhibitors of human NSD2 methyltransferase. O96028. NSD2-SET H3K36me1 DELFIA fluorescence, biochemical. inhibition, % at 12.5 µM. 44,000 compounds, 0.07% hits; in the data active means inhibition above about 54%, passing the limit was not always enough;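 further: inhibitors reduce the monomethyl H3K36 fluorescence signal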
# Target sequence (O96028 whole entry, looked up): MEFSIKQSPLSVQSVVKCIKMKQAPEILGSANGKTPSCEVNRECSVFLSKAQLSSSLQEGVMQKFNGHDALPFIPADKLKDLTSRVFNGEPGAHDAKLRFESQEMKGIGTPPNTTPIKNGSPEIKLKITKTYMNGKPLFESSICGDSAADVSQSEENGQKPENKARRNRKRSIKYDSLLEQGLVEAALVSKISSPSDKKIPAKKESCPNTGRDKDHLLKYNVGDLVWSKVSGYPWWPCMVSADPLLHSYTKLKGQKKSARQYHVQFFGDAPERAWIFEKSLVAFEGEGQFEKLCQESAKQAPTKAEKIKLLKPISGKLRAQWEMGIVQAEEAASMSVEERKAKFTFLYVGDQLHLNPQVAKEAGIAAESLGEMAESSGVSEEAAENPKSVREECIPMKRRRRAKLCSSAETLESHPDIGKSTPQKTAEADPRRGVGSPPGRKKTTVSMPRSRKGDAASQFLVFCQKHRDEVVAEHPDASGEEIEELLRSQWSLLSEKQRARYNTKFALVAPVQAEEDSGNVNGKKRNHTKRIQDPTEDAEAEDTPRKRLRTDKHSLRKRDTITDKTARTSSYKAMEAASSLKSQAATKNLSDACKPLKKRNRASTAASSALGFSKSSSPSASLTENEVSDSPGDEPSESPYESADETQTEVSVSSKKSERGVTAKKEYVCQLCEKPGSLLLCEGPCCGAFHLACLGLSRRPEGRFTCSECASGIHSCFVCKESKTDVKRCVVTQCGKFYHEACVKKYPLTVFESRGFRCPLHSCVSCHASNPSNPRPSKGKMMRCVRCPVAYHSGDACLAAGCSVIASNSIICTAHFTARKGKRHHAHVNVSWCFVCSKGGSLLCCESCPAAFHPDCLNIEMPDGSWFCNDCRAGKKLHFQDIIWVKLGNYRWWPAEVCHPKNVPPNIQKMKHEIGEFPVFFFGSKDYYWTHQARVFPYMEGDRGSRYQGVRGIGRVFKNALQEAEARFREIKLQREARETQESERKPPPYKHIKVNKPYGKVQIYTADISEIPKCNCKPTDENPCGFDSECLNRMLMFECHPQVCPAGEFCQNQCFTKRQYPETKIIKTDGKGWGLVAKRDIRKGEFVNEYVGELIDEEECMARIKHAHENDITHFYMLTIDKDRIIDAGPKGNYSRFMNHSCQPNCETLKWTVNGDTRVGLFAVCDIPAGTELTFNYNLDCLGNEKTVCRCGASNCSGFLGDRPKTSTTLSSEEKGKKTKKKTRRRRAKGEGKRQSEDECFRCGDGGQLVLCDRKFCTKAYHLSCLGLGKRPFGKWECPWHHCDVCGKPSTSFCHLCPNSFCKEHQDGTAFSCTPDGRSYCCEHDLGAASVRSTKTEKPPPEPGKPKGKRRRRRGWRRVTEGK
# An asterisk follows results filed as active. This is a subset; count on the stated rates, not on these rows.
NSD2 inh	SMILES
1.1	C[C@@H]1CN([C@@H](C)CO)C(=O)Cc2cc(NC(=O)CCCCCC(=O)Nc3ccccc3N)ccc2O[C@@H]1CN(C)S(=O)(=O)c1ccc(F)cc1
-1.2	CNC[C@H]1Oc2ccc(N(C)C)cc2C(=O)N([C@H](C)CO)C[C@@H]1C
2.1	CC(C)CC#Cc1cnc2c(c1)C(=O)N([C@@H](C)CO)C[C@@H](C)[C@@H](CN(C)Cc1cccc(F)c1)O2
-4.4	C[C@@H]1CN([C@H](C)CO)C(=O)c2cc(NC(=O)C3CCCCC3)ccc2O[C@H]1CN(C)C(=O)Nc1ccc(C(F)(F)F)cc1
5.4	FC(F)(F)c1ccc(C2=NCCc3sccc32)cc1
3.2	Cc1ccccc1-c1ccc2c(c1)O[C@H](CN(C)C(=O)C1CC1)[C@H](C)CN([C@@H](C)CO)S2(=O)=O
1.3	Cc1cc(C(=O)Nc2cccc3c2O[C@H](CN(C)S(=O)(=O)c2cn(C)cn2)[C@H](C)CN([C@H](C)CO)C3=O)n(C)n1
-1.0	C[C@@H]1CCCCO[C@H](CN(C)C(=O)Nc2ccc(F)cc2)[C@H](C)CN([C@H](C)CO)C(=O)c2cc(NS(=O)(=O)c3ccccc3)ccc2O1
1.3	C/C=C/c1ccc2c(c1)O[C@@H](CN(C)S(=O)(=O)c1ccccc1)[C@@H](C)CN([C@@H](C)CO)S2(=O)=O
5.8	Cc1noc(C)c1S(=O)(=O)N(C)C[C@H]1Oc2ccc(NC(=O)Nc3ccc(F)cc3)cc2CC(=O)N([C@@H](C)CO)C[C@@H]1C
3.7	C[C@@H]1CCCCO[C@@H](CN(C)Cc2ccc(C(=O)Nc3ccccc3N)cc2)[C@@H](C)CN([C@H](C)CO)C(=O)c2cc(NC(=O)C3CCCCC3)ccc2O1
1.3	O=C1NC(Cc2c[nH]c3ccccc23)C(=O)N2CCCC12 (stereo unspecified)
-3.0	C[C@@H]1CN([C@@H](C)CO)C(=O)Cc2cc(NC(=O)Cc3cn(C)c4ccccc34)ccc2O[C@H]1CN(C)Cc1ccc(C(F)(F)F)cc1
-0.1	C[C@H]1CN([C@@H](C)CO)C(=O)c2cccc(NC(=O)c3nc4ccccc4s3)c2O[C@@H]1CN(C)CC1CC1
0.9	COC(=O)C[C@H]1C=C[C@H](NS(=O)(=O)c2ccccc2F)[C@@H](CO)O1
0.9	COc1ccc(NC(=O)Nc2ccc3c(c2)CC(=O)N([C@@H](C)CO)C[C@@H](C)[C@@H](CN(C)S(C)(=O)=O)O3)cc1
4.5	C/C=C/c1ccc2c(c1)O[C@H](CN(C)C(=O)Cc1cccnc1)[C@@H](C)CN([C@@H](C)CO)S2(=O)=O
14.5	C[C@@H]1CN([C@@H](C)CO)C(=O)CCCn2cc(nn2)CO[C@H]1CN(C)Cc1ccc2c(c1)OCCN2C
2.8	C[C@H](CO)N1C[C@H](C)[C@@H](CN(C)S(C)(=O)=O)Oc2cc(-c3cccc(F)c3)ccc2S1(=O)=O
9.3	CC(C)NC(=O)Nc1ccc2c(c1)CC(=O)N([C@H](C)CO)C[C@H](C)[C@@H](CN(C)S(=O)(=O)c1ccc(Cl)cc1)O2
-1.8	CNC[C@@H]1Oc2cc(C#Cc3cccc(F)c3)ccc2S(=O)(=O)N([C@H](C)CO)C[C@H]1C
-0.7	CCCC#Cc1ccc2c(c1)O[C@H](CN(C)C(=O)c1ccccc1F)[C@@H](C)CN([C@H](C)CO)S2(=O)=O
-1.8	CC(C)NC(=O)Nc1ccc2c(c1)CC(=O)N([C@@H](C)CO)C[C@@H](C)[C@@H](CN(C)S(=O)(=O)c1ccc(Cl)cc1)O2
0.8	CC(C)NC(=O)Nc1ccc2c(c1)C(=O)N([C@@H](C)CO)C[C@@H](C)[C@H](CN(C)S(=O)(=O)c1cccs1)OCCCC[C@H](C)O2
3.2	CCCNC(=O)N[C@H]1CC[C@@H](CC(=O)NC2CCC2)O[C@@H]1CO
-1.1	C[C@H]1CN([C@@H](C)CO)C(=O)Cc2cc(NC(=O)C3CC3)ccc2O[C@H]1CN(C)Cc1ccc(Cl)c(Cl)c1
0.9	C[C@H](CO)N1C[C@H](C)[C@@H](CN(C)C(=O)Nc2cccc3ccccc23)Oc2c(NC(=O)C3CCOCC3)cccc2C1=O
14.7	O=C(C[C@@H]1C[C@@H]2c3cc(NC(=O)CC4CC4)ccc3O[C@@H]2[C@@H](CO)O1)NCc1ccc(-c2ccccc2)cc1
3.8	COc1ccccc1NC(=O)N(C)C[C@H]1OCc2cnnn2CCCC(=O)N([C@@H](C)CO)C[C@@H]1C
1.4	C[C@H](CO)N1C[C@H](C)[C@H](CN(C)Cc2ccccn2)Oc2ncc(-c3ccc(C#N)cc3)cc2C1=O
3.8	C[C@H]1CN([C@@H](C)CO)S(=O)(=O)c2ccc(C#CC(C)(C)O)cc2O[C@H]1CN(C)C
1.1	C[C@H]1CN([C@@H](C)CO)C(=O)c2cc(C#CC3CC3)cnc2O[C@@H]1CN(C)C(=O)Nc1ccc(F)cc1
-3.4	C[C@@H]1CN([C@@H](C)CO)C(=O)c2cc(NC(=O)Cn3cnnn3)ccc2O[C@@H]1CN(C)S(=O)(=O)c1cccs1
-5.7	C=CCOC(=O)C1=C[C@H](c2coc3ccccc3c2=O)C[C@H](OCc2ccc(CO)cc2)O1
-3.3	Cc1ccc(S(=O)(=O)Nc2ccc3c(c2)C(=O)N([C@H](C)CO)C[C@@H](C)[C@@H](CN(C)Cc2ccc(Cl)c(Cl)c2)O3)cc1
6.6	CCCN(C)C[C@H]1Oc2cc(C#Cc3ccccc3)ccc2S(=O)(=O)N([C@@H](C)CO)C[C@H]1C
-6.3	COc1ccc(NC(=O)Nc2ccc3c(c2)C(=O)N([C@@H](C)CO)C[C@@H](C)[C@@H](CN(C)C(=O)Nc2cccc4ccccc24)OCCCC[C@H](C)O3)cc1
5.9	CC(C)CCCC(C)(O)c1ccc(C(=O)O)cc1O (stereo unspecified)
6.2	C[C@H](CO)N1C[C@H](C)[C@H](CN(C)C)Oc2cc(-c3ccncc3)ccc2S1(=O)=O
2.4	COc1ccc(CN(C)C[C@H]2Oc3ccc(NS(=O)(=O)c4ccc(Cl)cc4)cc3CC(=O)N([C@@H](C)CO)C[C@H]2C)cc1
-0.9	O=c1ccc2ccc(O)c(O)c2o1
-7.5	CC(=O)O[C@@H]1CC2C(C)(C)[C@H](O)C[C@H](O)[C@]2(C)C2CC[C@@]3(C)[C@H](c4ccoc4)OC(=O)[C@H]4O[C@]43[C@@]21C (stereo partly specified)
7.2	C[C@H](CO)N1C[C@H](C)[C@H](CN(C)C(=O)Nc2ccc3c(c2)OCO3)Oc2ccc(NC(=O)c3ccncc3)cc2C1=O
-5.8	C[C@H](CO)N1C[C@H](C)[C@@H](CN(C)Cc2ccc(-c3ccccc3)cc2)Oc2ccc(NC(=O)CCN3CCOCC3)cc2C1=O
-0.4	COc1ccc(S(=O)(=O)Nc2ccc3c(c2)CC(=O)N([C@@H](C)CO)C[C@H](C)[C@H](CN(C)S(C)(=O)=O)O3)cc1
-1.4	C[C@H]1CN([C@@H](C)CO)C(=O)c2cc(C3=CCCCC3)cnc2O[C@@H]1CN(C)C(=O)NC1CCCC1
-3.0	C[C@@H]1CN([C@H](C)CO)C(=O)c2cc(NC(=O)c3ccccc3)ccc2O[C@@H](C)CCCCO[C@H]1CN(C)S(=O)(=O)c1cccs1
-5.0	Cc1cccc(S(=O)(=O)N(C)C[C@@H]2OCc3ccccc3-c3c(n(C)c4ccccc34)C(=O)N([C@@H](C)CO)C[C@@H]2C)c1
-3.0	Cc1noc(C)c1NC(=O)Nc1ccc2c(c1)C(=O)N([C@@H](C)CO)C[C@H](C)[C@H](CN(C)Cc1ccccc1)OCCCC[C@H](C)O2
0.3	CCO[C@H]1OC(C(=O)NC2CC2)=C[C@@H](C2CCCCC2)[C@@H]1CCCO

# (continued)
NSD2 inh	SMILES
-0.4	O=C(CCCCCC(=O)N/N=C/C=C/c1ccccc1)NO
-0.2	C[C@@H]1CN([C@@H](C)CO)S(=O)(=O)c2ccc(-c3ccccc3)cc2O[C@H]1CN(C)Cc1cncnc1
2.4	C[C@@H]1CN([C@@H](C)CO)C(=O)c2cc(N(C)C)ccc2O[C@@H]1CN(C)C(=O)Nc1ccccc1
3.5	Cc1ccc(S(=O)(=O)N(C)C[C@H]2OCCCC[C@@H](C)Oc3ccc(NC(=O)CCCN(C)C)cc3C(=O)N([C@@H](C)CO)C[C@H]2C)cc1
-1.6	O=C1O[C@@H](c2ccccc2)[C@@H](c2ccccc2)N2[C@@H](c3ccc(OCCO)cc3)[C@]3(C(=O)Nc4ccc(C#CC5(O)CCCCCC5)cc43)[C@@H](C(=O)NC[C@H](O)c3ccccc3)[C@H]12
-7.2	O=C(NO)c1cccc(C(=O)N/N=C/c2ccccc2)c1
-4.0	CC(O)(C(=O)Nc1ccc(S(=O)(=O)c2ccccc2)cc1)C(F)(F)F (stereo unspecified)
3.9	COc1cc(C[C@H]2C(=O)OC[C@@H]2Cc2ccc(OC)c(OC)c2)ccc1O
1.2	C[C@@H]1CN([C@H](C)CO)C(=O)c2cccc(NC(=O)Nc3ccc(C(F)(F)F)cc3)c2O[C@H]1CN(C)C(=O)Nc1cccc2ccccc12
-0.7	C[C@@H]1CN([C@@H](C)CO)C(=O)c2cc(NC(=O)c3ccccc3)ccc2O[C@@H](C)CCCCO[C@H]1CN(C)C(=O)NC1CCCCC1
2.1	CN(C)C(=O)C[C@H]1C[C@H]2c3cc(NC(=O)Nc4ccccc4F)ccc3O[C@H]2[C@@H](CO)O1
2.7	COc1ccc(S(=O)(=O)Nc2ccc3c(c2)C(=O)N([C@H](C)CO)C[C@@H](C)[C@@H](CN(C)Cc2ccc4c(c2)OCO4)OCCCC[C@@H](C)O3)cc1
-17.4	C[C@H](CO)N1C[C@H](C)[C@H](CN(C)S(=O)(=O)c2cn(C)cn2)Oc2cc(C#Cc3ccc(F)cc3)ccc2S1(=O)=O
-1.2	O=C(Nc1ccccc1[N+](=O)[O-])c1ccc(CNc2nccc(-c3cccnc3)n2)cc1
-0.2	Cc1ccc(S(=O)(=O)N(C)C[C@@H]2Oc3ccc(NS(=O)(=O)c4ccc(F)cc4)cc3CC(=O)N([C@H](C)CO)C[C@H]2C)cc1
-2.4	O=C(Cc1ccccc1)N[C@H]1C=C[C@@H](CC(=O)N2CCOCC2)O[C@H]1CO
5.3	O=C(C[C@H]1C[C@@H]2c3cc(NC(=O)Nc4ccccc4)ccc3O[C@@H]2[C@@H](CO)O1)NCc1ccncc1
4.6	COCC(=O)N(C)C[C@H]1Oc2cc(C#CC3CCCC3)ccc2S(=O)(=O)N([C@H](C)CO)C[C@@H]1C
1.8	COc1ccc(CN(C)C[C@H]2Oc3c(NS(=O)(=O)c4cn(C)cn4)cccc3C(=O)N([C@@H](C)CO)C[C@@H]2C)cc1
12.0	C[C@H]1CN([C@@H](C)CO)C(=O)c2cc(NC(=O)CCCCCC(=O)Nc3ccccc3N)ccc2O[C@@H]1CN(C)S(=O)(=O)c1ccccc1
-4.2	C[C@@H]1CN([C@H](C)CO)C(=O)Cc2cc(NC(=O)NC3CCCCC3)ccc2O[C@@H]1CN(C)C(=O)Nc1ccc(F)cc1
-0.6	COc1ccc(C#Cc2cnc3c(c2)C(=O)N([C@H](C)CO)C[C@H](C)[C@H](CN(C)C(=O)CC2CC2)O3)cc1
-2.2	CC(=O)Oc1cccc(C(=O)O)c1OC(C)=O
2.1	O=C(C[C@H]1C[C@H]2c3cc(NC(=O)C4CCC4)ccc3O[C@H]2[C@H](CO)O1)NCc1ccc2c(c1)OCO2
0.9	C[C@@H]1CN([C@@H](C)CO)C(=O)c2cc(NS(=O)(=O)c3cn(C)cn3)ccc2O[C@@H]1CN(C)S(C)(=O)=O

# Reformatted field by field: entries from further up.
Molecule: O=c1ccc2ccc(O)c(O)c2o1
  NSD2 inh: -0.9
Molecule: CC(=O)O[C@@H]1CC2C(C)(C)[C@H](O)C[C@H](O)[C@]2(C)C2CC[C@@]3(C)[C@H](c4ccoc4)OC(=O)[C@H]4O[C@]43[C@@]21C (stereo partly specified)
  NSD2 inh: -7.5

# Shown field by field: 4 of the compounds above
C[C@@H]1CN([C@@H](C)CO)C(=O)c2cc(NC(=O)c3ccccc3)ccc2O[C@@H](C)CCCCO[C@H]1CN(C)C(=O)NC1CCCCC1
  NSD2 inh: -0.7
C[C@H]1CN([C@@H](C)CO)C(=O)c2cc(NC(=O)CCCCCC(=O)Nc3ccccc3N)ccc2O[C@@H]1CN(C)S(=O)(=O)c1ccccc1
  NSD2 inh: 12.0
Cc1ccc(S(=O)(=O)N(C)C[C@H]2OCCCC[C@@H](C)Oc3ccc(NC(=O)CCCN(C)C)cc3C(=O)N([C@@H](C)CO)C[C@H]2C)cc1
  NSD2 inh: 3.5
COc1ccc(C#Cc2cnc3c(c2)C(=O)N([C@H](C)CO)C[C@H](C)[C@H](CN(C)C(=O)CC2CC2)O3)cc1
  NSD2 inh: -0.6

# (continued)
NSD2 inh	SMILES
1.1	C[C@@H]1CCCCO[C@@H](CN(C)S(=O)(=O)c2ccc(F)cc2)[C@H](C)CN([C@@H](C)CO)C(=O)c2cc(NC(=O)c3ccncc3)ccc2O1
-0.9	CC(C)NC(=O)N(C)C[C@@H]1Oc2ccc(NS(C)(=O)=O)cc2CC(=O)N([C@@H](C)CO)C[C@H]1C
1.9	C[C@@H]1CN([C@H](C)CO)S(=O)(=O)c2ccc(C#Cc3cccc(F)c3)cc2O[C@H]1CN(C)C(=O)NC1CCCCC1
-0.3	C[C@@H]1CN([C@@H](C)CO)S(=O)(=O)c2ccc(/C=C/c3ccccc3)cc2O[C@@H]1CN(C)C
0.3	C[C@@H]1CN([C@@H](C)CO)C(=O)c2cc(C#CC(C)(C)O)cnc2O[C@H]1CN(C)Cc1ccccn1
0.0	C/C=C/c1ccc2c(c1)O[C@H](CN(C)S(C)(=O)=O)[C@@H](C)CN([C@@H](C)CO)S2(=O)=O
-1.3	C[C@@H]1CN([C@@H](C)CO)C(=O)c2cc(-c3ccc(C#N)cc3)cnc2O[C@H]1CN(C)Cc1cccnc1
0.7	C[C@H](O)C#Cc1ccc2c(c1)O[C@H](CN(C)Cc1cncnc1)[C@@H](C)CN([C@@H](C)CO)S2(=O)=O
